# USP7 inh = blocks human USP7 ubiquitin-rhodamine cleavage. actives 0.3% (n = 47,000). AID 1645854. purified USP7, Ub-rhodamine cleavage fluorescence. inhibition, % at 20 µM
# USP28 block = blocks human USP28 ubiquitin-rhodamine cleavage. actives 3% (n = 47,000). inhibition, % at 25 µM. purified USP28, Ub-rhodamine cleavage fluorescence, 30 min. AID 1645857
# Target sequence (Q96RU2 whole entry, looked up): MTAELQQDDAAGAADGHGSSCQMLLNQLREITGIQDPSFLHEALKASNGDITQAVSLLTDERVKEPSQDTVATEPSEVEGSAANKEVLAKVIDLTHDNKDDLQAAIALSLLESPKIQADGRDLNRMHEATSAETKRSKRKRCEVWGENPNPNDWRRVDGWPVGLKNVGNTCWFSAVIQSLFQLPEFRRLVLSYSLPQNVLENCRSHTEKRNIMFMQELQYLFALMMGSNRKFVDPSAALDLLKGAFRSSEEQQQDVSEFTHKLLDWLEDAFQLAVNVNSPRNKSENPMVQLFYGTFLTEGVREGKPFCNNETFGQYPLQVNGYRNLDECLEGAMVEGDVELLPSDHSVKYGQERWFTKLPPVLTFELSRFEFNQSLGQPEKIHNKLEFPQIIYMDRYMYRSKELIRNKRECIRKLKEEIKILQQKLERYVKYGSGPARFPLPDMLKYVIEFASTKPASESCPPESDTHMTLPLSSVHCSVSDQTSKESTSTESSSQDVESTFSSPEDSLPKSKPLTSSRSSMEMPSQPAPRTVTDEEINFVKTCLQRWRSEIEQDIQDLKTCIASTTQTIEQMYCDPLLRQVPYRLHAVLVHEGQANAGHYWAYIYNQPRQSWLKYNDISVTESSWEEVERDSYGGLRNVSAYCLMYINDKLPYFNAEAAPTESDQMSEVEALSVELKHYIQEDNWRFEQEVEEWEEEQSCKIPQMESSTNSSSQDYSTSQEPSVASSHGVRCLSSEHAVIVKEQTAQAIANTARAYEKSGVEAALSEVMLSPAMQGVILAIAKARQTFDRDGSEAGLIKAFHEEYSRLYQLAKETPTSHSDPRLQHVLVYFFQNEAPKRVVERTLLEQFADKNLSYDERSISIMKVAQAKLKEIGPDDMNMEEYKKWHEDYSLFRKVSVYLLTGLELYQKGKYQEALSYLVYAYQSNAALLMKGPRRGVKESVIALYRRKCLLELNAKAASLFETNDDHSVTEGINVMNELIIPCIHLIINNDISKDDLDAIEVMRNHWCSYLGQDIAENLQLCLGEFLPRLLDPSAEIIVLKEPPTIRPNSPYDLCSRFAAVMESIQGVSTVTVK
# USP10 inh = human USP10 deubiquitinase inhibition; Q14694; purified USP10, Ub-rhodamine fluorescence, 60 min; inhibition, % at 20 µM; actives 1.1% (n = 47,000); AID 1645856
# USP17 inh = human USP17-like deubiquitinase inhibition. A8MUK1. purified USP17, Ub-rhodamine cleavage fluorescence, 3 h. inhibition, % at 50 µM. actives 6.5% (n = 47,000). AID 1645855
# UCHL1 block = human UCHL1 deubiquitinase inhibition. actives 0.2% (n = 47,000). inhibition, % at 20 µM. AID 1645859. purified UCHL1, Ub-rhodamine cleavage fluorescence
# USP8 block = human USP8 deubiquitinase inhibition; P40818; purified USP8, Ub-rhodamine cleavage fluorescence, 30 min; inhibition, % at 20 µM; actives 4.2% (n = 47,000)
# USP30 block = inhibitors of human USP30 deubiquitinase; purified USP30, Ub-rhodamine cleavage fluorescence; actives 5.3% (n = 47,000); inhibition, % at 25 µM; Q70CQ3
# OTUD3 inh = blocks human OTUD3 ubiquitin-rhodamine cleavage; Q5T2D3; purified OTUD3, Ub-rhodamine fluorescence, 2 h; inhibition, % at 25 µM; actives 0.7% (n = 47,000); AID 1645858
# Active calls of the source: *; nt = not tested or not shown. Rule as the data show it: active = inhibition above about 30%; inactive = the rest.
item	molecule	USP7 inh	USP28 block	USP10 inh	USP17 inh
1	CC1CC(C)CN(c2ncc3c(n2)CC(c2cccs2)CC3=O)C1 (stereo not drawn)	-12.1	-8.8	1.4	2.6
2	COc1ccc(N(C(=O)c2cccnc2)S(=O)(=O)c2ccc3c4c(cccc24)C(=O)N3C)cc1	-5.0	-12.5	0.1	-13.1
3	COC(=O)C(Cc1c[nH]c2ccccc12)NC(=O)c1cc(=O)[nH]c2ccccc12 (stereo not drawn)	-6.7	-5.5	0.8	-13.1
4	COc1ccc(Cc2nnc(Nc3ccc(F)cc3)[nH]c2=O)cc1OC	5.7	9.8	1.0	3.9
5	O=C(O)CC1(CC(=O)Nc2ccccc2O)CCCC1	-14.1	-15.2	-4.2	-15.9
6	COc1ccc(N2C(=O)N(Cc3ccccc3)S(=O)(=O)c3cccnc32)cc1	1.0	3.5	3.6	3.4
7	O=C(CCCc1ccccc1)Nc1nnc(C2CC(=O)N(c3ccccc3)C2)s1 (stereo not drawn)	3.2	nt	8.3	41.1*
8	COc1ccc(N2CCN(CCNC(=O)CCc3nnc4n(CCc5ccccc5)c(=O)c5ccccc5n34)CC2)cc1	0.4	-7.9	-1.0	-4.7
9	Cc1ccc(CN2C[C@H]3C[C@H](C(=O)Nc4cccnc4)[C@@H](C2)O3)cc1	1.7	-14.9	-1.3	-10.7
10	CCN1C(=O)CCc2cc(NS(=O)(=O)c3ccccc3C(F)(F)F)ccc21	-10.5	-3.5	-8.5	-45.4

item	UCHL1 block	USP8 block	USP30 block	OTUD3 inh
1	-0.3	9.0	-0.4	3.1
2	-0.4	-7.8	-18.6	-9.0
3	-5.9	-10.2	-11.5	-7.0
4	1.0	17.5	34.9*	13.6
5	-20.0	-23.6	-116.6	-18.5
6	6.0	5.0	13.9	4.7
7	-0.1	-1.1	nt	9.5
8	-3.8	5.2	-26.9	-1.1
9	0.1	-4.5	-10.7	-4.1
10	-2.4	24.1	-45.0	-5.5

# Remaining list, next part
item	molecule	USP7 inh	USP28 block	USP10 inh	USP17 inh
11	CCc1nc(SCC(=O)c2ccc(OC)cc2)c2oc3ccccc3c2n1	3.3	0.4	-2.7	0.8
12	Cc1cc(C)n2nc(CN(Cc3ccccc3)C(=O)c3ccc(Cl)cc3)nc2n1	-10.5	-11.0	-5.5	0.1
13	CCOc1cccc2nnc(NC(=O)Nc3cccc(F)c3)n12	1.2	2.2	1.0	-0.5
14	NC(=O)c1cc2cc(F)ccc2nc1C1CCN(C(=O)CCN2CCOCC2)CC1	-2.2	-8.4	-0.8	-1.5
15	O=C(Nc1ccc(F)cc1)C(c1ccc(F)cc1)N(Cc1ccc(F)cc1)C(=O)c1cnccn1 (stereo not drawn)	-14.0	1.0	1.5	10.9
16	CCCCn1c(C2CC(=O)N(Cc3ccccc3)C2)nc2ccccc21 (stereo not drawn)	-10.7	-1.1	-0.6	0.1
17	Cc1cc(NC(=O)CN2CCCC2c2nc3ccccc3s2)no1 (stereo not drawn)	2.1	-4.7	-0.3	-3.2
18	Cn1c(SCC(=O)NC2CCCCC2)nnc1-c1ccncc1	0.2	-3.5	1.0	3.5
19	CNc1cnc(CC2CCCN(C(=O)c3scnc3C)CC2)cn1 (stereo not drawn)	-1.1	-8.4	-1.3	-9.9
20	O=C(Nc1c2c(nn1-c1ccc([N+](=O)[O-])cc1)CS(=O)(=O)C2)C1(c2ccc(Cl)cc2)CCCC1	-10.5	1.4	0.0	-6.8

item	UCHL1 block	USP8 block	USP30 block	OTUD3 inh
11	0.0	1.8	14.6	0.4
12	-2.1	-9.9	-12.5	-3.0
13	-3.2	-11.3	-5.5	-2.0
14	-0.9	-0.3	-0.5	-5.3
15	5.6	15.6	12.0	6.3
16	1.3	10.0	1.3	0.7
17	-0.6	-0.1	0.1	3.0
18	0.0	2.6	3.3	3.7
19	-1.5	-5.0	-3.7	-3.3
20	-4.4	-19.1	-10.1	4.6

# Other structures follow:
item	molecule	USP7 inh	USP28 block	USP10 inh	USP17 inh
21	Cc1ccc(C(=O)N2CCC3(C2)Nc2cccnc2NC3=NCc2ccccc2)s1 (stereo not drawn)	0.0	-102.6	0.4	-18.9
22	CCOC(=O)c1c(S(=O)(=O)NCC(=O)Nc2cccc(F)c2)c(C)n(C)c1C	2.6	6.4	0.0	0.3
23	Cc1nn(C)cc1C(=O)N1CCOC(c2cncc(-c3cccc(F)c3)n2)C1 (stereo not drawn)	0.2	-2.2	1.8	-3.5
24	N#CCC1(O)C(=O)Nc2ccccc21 (stereo not drawn)	-0.5	-6.4	-0.7	-1.2
25	CCCNS(=O)(=O)c1ccc2c(c1)c(=O)n(CC(=O)N1CCCCCC1)c(=O)n2C	-0.2	3.6	2.1	-1.8
26	O=C(Nc1ccccc1)C1CCCN(C(=O)c2cc3ccccc3[nH]2)C1 (stereo not drawn)	3.2	9.4	3.5	59.9*
27	Cc1ccc(NC(=O)C2CCN(c3c(C(=O)N4CCOCC4)cnc4snc(C)c34)CC2)c(C)c1	-3.9	-14.6	-3.2	-15.6
28	O=C1OCC2=C1C(c1ccc3c(c1)OCO3)CC(=O)N2c1cccc(F)c1 (stereo not drawn)	-18.1	-12.4	2.2	-2.8
29	CCN(Cc1ccccc1)S(=O)(=O)c1ccc(C(=O)Nc2ccc3c(c2)OCCO3)cc1	11.4	60.3*	9.9	10.0
30	Cn1nccc1-c1cnc(CC2CCN(C(=O)C(C)(C)C)CC2)cn1	1.1	-2.1	0.9	-4.5

item	UCHL1 block	USP8 block	USP30 block	OTUD3 inh
21	-2.5	-62.0	-450.8	-103.4
22	1.9	3.4	12.8	4.1
23	0.0	0.0	1.9	1.4
24	-0.6	1.3	7.9	-3.3
25	-3.0	2.9	2.2	0.3
26	1.3	22.8	33.4*	12.9
27	-2.5	-28.2	-18.6	-11.9
28	-1.9	-17.6	0.2	-4.0
29	8.8	21.6	40.0*	20.9
30	-2.6	-9.5	-3.4	0.0

# (continued)
item	molecule	USP7 inh	USP28 block	USP10 inh	USP17 inh
31	CCc1cccc(N2C(=O)c3ccccc3C2C(=O)NCc2ccccc2OC)c1 (stereo not drawn)	1.0	-0.2	18.8	7.1
32	Cc1noc(-c2cccc(=O)n2CC(=O)Nc2ccc(C)c(C)c2)n1	-9.0	6.8	2.8	70.8*
33	O=C(c1n[nH]c2c1CCN(Cc1ccoc1)C2)N1CCOCC1	5.2	9.1	2.5	3.4
34	Cn1cc(-c2cnc(N3CCOCC3)nc2)cc1C(=O)N1CCCC1	0.5	-20.7	3.4	1.7
35	C[C@]1(O)CO[C@@H](c2ccc(F)cc2)C[C@@H]1n1cnc2c(N)ncnc21	0.0	1.7	-1.6	-1.5
36	O=c1ccn(-c2ccccc2)nc1-c1nc(-c2ccc(Br)cc2)no1	4.7	12.8	0.0	36.6*
37	CC(C)C(=O)N1c2ncnn2C(c2ccccc2)CC1c1ccccc1 (stereo not drawn)	nt	-0.3	2.7	0.6
38	CC1CCN(c2cc3c(cc2F)c(=O)c(-c2nc(-c4ccccn4)no2)cn3C)CC1	8.1	7.0	1.3	13.4
39	COc1cccc(CN(C)C(=O)c2ccc3c(=O)n4c(nc3c2)CCC4)c1	-1.1	-1.0	0.1	0.1
40	O=C1NC2(CCCC2)C(=O)N1Cc1nc(-c2ccc(Cl)cc2)no1	-28.9	-4.4	-2.0	-7.0

item	UCHL1 block	USP8 block	USP30 block	OTUD3 inh
31	-2.6	32.0*	10.8	-1.5
32	2.0	4.3	14.4	5.0
33	2.5	-18.0	13.7	11.9
34	-2.8	-5.0	1.0	-1.3
35	-1.5	-2.0	-4.5	3.4
36	4.2	62.1*	21.2	14.5
37	1.1	7.4	15.2	2.5
38	7.4	13.4	14.9	7.1
39	-4.3	-3.8	-14.5	-0.2
40	-0.8	0.7	-9.8	-6.3

# (further entries)
item	molecule	USP7 inh	USP28 block	USP10 inh	USP17 inh
41	COc1ccc(CCN2CC(=O)N3CCc4c([nH]c5ccccc45)C3(C)C2=O)cc1OC (stereo not drawn)	-1.4	-18.1	-2.6	-22.0
42	O=C(C1CCCN1S(=O)(=O)c1ccc(Cl)cc1)N1CCN(c2ccccn2)CC1 (stereo not drawn)	-1.3	-0.6	0.2	-3.4
43	CN1C[C@@H](NC(=O)Nc2ccc(F)cc2F)C[C@H]1c1nc(-c2ccccc2)no1	-0.1	11.4	-1.4	0.3
44	Cc1c(O)cc(O)cc1O	-138.3	-3.5	-11.1	54.4*
45	COc1ccc(CN2CCC3(CC2)CCN(c2cncnc2)C3=O)cc1	5.8	12.7	2.4	-1.8
46	CCc1nc(SCC(=O)c2ccc(Br)cc2)c2oc3ccccc3c2n1	3.2	-14.1	-0.6	2.4
47	O=C(Nc1ccc(Cl)cc1)N1C[C@H]2C[C@H]3[C@](C1)(CN(Cc1cccnc1)S3(=O)=O)O2	0.9	11.8	1.7	0.2
48	CC1CCN(Cc2nc(Cn3ccn4nc(-c5ccccc5)cc4c3=O)no2)CC1	-8.8	-0.2	-0.7	-4.6
49	COc1ccccc1NC(=O)COc1nsnc1N1CCOCC1	-1.1	-3.2	3.7	-5.4
50	CCN(C(=O)c1cccc2c1SCCC2=O)c1ccc(C)c(C)c1	-1.8	7.2	2.4	15.5

item	UCHL1 block	USP8 block	USP30 block	OTUD3 inh
41	-4.0	-18.0	-17.0	-25.0
42	1.5	-5.0	1.2	3.7
43	-0.5	0.9	13.5	8.2
44	-155.2	-331.9	-167.2	47.7*
45	1.1	-16.4	29.6	14.3
46	1.5	1.8	-7.8	-9.0
47	2.0	-48.6	15.9	9.5
48	-1.5	-0.2	2.4	-8.3
49	-3.7	-8.4	-0.4	0.0
50	0.9	11.4	6.6	9.0

# (more compounds)
item	molecule	USP7 inh	USP28 block	USP10 inh	USP17 inh
51	O=C(COc1ccc(Cl)cc1)Nc1ccc(-c2cn3cccnc3n2)cc1	0.5	16.6	-5.8	35.5*
52	Cc1nn(-c2ccc(C(=O)N3CCCC3)cc2)c2c1C(=O)CC(C)(C)C2	-2.3	-5.9	-7.8	-3.7
53	CCOc1cccc(-c2noc(-c3nn(-c4ccccc4)ccc3=O)n2)c1	21.0	70.0*	23.6	51.9*
54	O=C(CN1C(=O)c2ccccc2Sc2ccc(C(=O)N3CCCC3)cc21)Nc1ccccc1Cl	15.0	37.6*	10.8	52.0*
55	COc1cccc(NC(=O)N2CCC3(C2)C(=O)N(C)c2ccccc23)c1 (stereo not drawn)	-7.7	-5.6	-3.2	-14.1
56	COc1ccc(C(=O)NCc2nnc(SCC(=O)N3CCN(c4ccccc4)CC3)o2)cc1	2.8	4.7	-0.6	0.1
57	CCC(C(=O)Nc1nnc2n1CCCS2)c1ccccc1 (stereo not drawn)	4.1	4.8	0.8	13.2
58	CC[C@H](C)[C@H](NS(=O)(=O)c1ccc(C)cc1)C(=O)NCC1CCC(C(=O)O)CC1 (stereo partly drawn)	2.8	11.0	1.1	11.5
59	O=C(NCc1ccccc1)c1noc2c1CCc1sccc1-2	-10.7	0.1	8.0	4.7
60	Cc1ccsc1C(=O)N1CCC(Nc2ncnc3c2CCC3)CC1	0.0	-17.7	-1.8	-11.9

item	UCHL1 block	USP8 block	USP30 block	OTUD3 inh
51	-3.4	53.0*	-148.6	-56.9
52	-1.6	0.0	-2.1	-5.3
53	7.5	92.9*	93.2*	40.2*
54	5.4	4.9	-140.4	-2.5
55	-0.2	-6.4	-20.5	-3.0
56	0.7	-10.1	-27.5	0.1
57	0.2	21.6	6.0	7.1
58	3.3	13.6	17.1	13.2
59	-3.0	12.3	20.0	-4.9
60	-0.4	7.3	-48.9	-12.6

# A different layout for part of the listing above:
# Order of values: USP7 inh	USP28 block	USP10 inh	USP17 inh	UCHL1 block	USP8 block	USP30 block	OTUD3 inh
53) CCOc1cccc(-c2noc(-c3nn(-c4ccccc4)ccc3=O)n2)c1
    21.0	70.0*	23.6	51.9*	7.5	92.9*	93.2*	40.2*
54) O=C(CN1C(=O)c2ccccc2Sc2ccc(C(=O)N3CCCC3)cc21)Nc1ccccc1Cl
    15.0	37.6*	10.8	52.0*	5.4	4.9	-140.4	-2.5
55) COc1cccc(NC(=O)N2CCC3(C2)C(=O)N(C)c2ccccc23)c1 (stereo not drawn)
    -7.7	-5.6	-3.2	-14.1	-0.2	-6.4	-20.5	-3.0
56) COc1ccc(C(=O)NCc2nnc(SCC(=O)N3CCN(c4ccccc4)CC3)o2)cc1
    2.8	4.7	-0.6	0.1	0.7	-10.1	-27.5	0.1
57) CCC(C(=O)Nc1nnc2n1CCCS2)c1ccccc1 (stereo not drawn)
    4.1	4.8	0.8	13.2	0.2	21.6	6.0	7.1

# (next part)
item	molecule	USP7 inh	USP28 block	USP10 inh	USP17 inh
61	Cc1cccc(C(=O)Nc2nccn(-c3ccc4c(c3)CCC4)c2=O)c1	-4.8	7.1	-0.1	-6.2
62	Cc1ccccc1OCC(=O)Nc1cccn2ncnc12	3.7	3.5	-0.9	10.4
63	COc1ccc(-c2cc(C(=O)NCC(c3ccccc3)N3CCCCC3)no2)cc1 (stereo not drawn)	0.0	-7.0	-2.9	-2.6
64	CCOC(=O)C1CCCN(c2nc3c(-c4cccc(C(F)(F)F)c4)nnn3c3ccccc23)C1 (stereo not drawn)	4.8	8.2	1.3	12.8

item	UCHL1 block	USP8 block	USP30 block	OTUD3 inh
61	0.0	-28.0	10.4	3.1
62	2.8	12.2	15.1	2.8
63	-2.9	-4.1	-5.2	-6.3
64	1.9	10.7	9.2	9.4

# Screening results: PubChem BioAssay, Dana-Farber Cancer Institute and Novartis Institutes for BioMedical Research (Cambridge, Mass)
